E-selectin induc: induces E-selectin expression in human endothelial cells; P16581; HUVEC E-selectin immunofluorescence imaging; normalized: neutral wells 0, TNF-alpha wells 100; activation, % at 7.58 µM; 260,000 tested, 0.37% active; AID 686992;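 active means mean E-selectin-positive cell signal at least 10% of the positive control, reached in at least 60% of replicates, without over 20% cell loss; inconclusive means no rule given, readout overlaps actives, possibly toxicity-flagged; inactive means the rest, including those meeting only one limit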;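 further: in these data hits start at about 27%; measured in HUVEC primary endothelial cells; signal is the percent of cells scored E-selectin positive by PE staining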
Target sequence (P16581 whole entry, looked up): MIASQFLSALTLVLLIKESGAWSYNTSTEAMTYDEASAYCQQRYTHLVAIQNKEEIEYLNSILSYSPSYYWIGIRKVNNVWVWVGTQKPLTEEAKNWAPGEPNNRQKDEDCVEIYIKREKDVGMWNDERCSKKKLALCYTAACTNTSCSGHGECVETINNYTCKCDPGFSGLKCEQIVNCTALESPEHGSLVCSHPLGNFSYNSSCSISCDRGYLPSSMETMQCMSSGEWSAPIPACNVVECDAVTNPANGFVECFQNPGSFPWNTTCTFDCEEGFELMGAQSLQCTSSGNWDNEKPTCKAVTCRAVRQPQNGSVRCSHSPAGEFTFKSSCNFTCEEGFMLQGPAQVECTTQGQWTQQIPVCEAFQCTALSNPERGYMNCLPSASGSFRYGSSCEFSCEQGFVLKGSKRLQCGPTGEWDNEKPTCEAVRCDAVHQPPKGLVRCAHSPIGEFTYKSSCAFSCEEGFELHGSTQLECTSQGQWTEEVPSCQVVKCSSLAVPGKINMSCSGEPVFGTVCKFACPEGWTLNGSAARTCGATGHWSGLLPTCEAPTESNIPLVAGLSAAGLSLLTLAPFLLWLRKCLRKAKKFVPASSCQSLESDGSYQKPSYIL
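System: HUVEC, human umbilical vein endothelial cells; quantity: 3,000 cells/well; buffer or medium: EGM-2 medium, gelatin-coated wells; dosing: single-point compound dose; detection: immunofluorescence imaging; evaluation: % PE-positive cells; benchmarks: TNF-alpha, DMSO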
DENV2 CPE rescue: DENV2-induced cell death inhibition; CPE inhibition, % at 9.99 µM; 350,000 tested, 1.7% active; AID 651640; DENV2-infected cells, cytopathic effect rescue, plate reader; in the data active means CPE inhibition above about 20%, passing the limit was not always enough; inconclusive means no clear call, values can overlap the other calls; tested in BHK-21 cells;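 further: 0% = median of neutral control wells and 100% = median of positive control wells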
CFTR F508del cor: correctors of CFTR F508del function in bronchial epithelial cells | AID 720511 | 350,000 tested, 0.36% active | activity (quench increase), % at 7.58 µM | CFBE cells, YFP halide quenching; stimulated with forskolin plus potentiator P3; % fluorescence drop versus neutral controls;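 active means mean added fluorescence quench of at least 8% versus neutral control, with both replicates also reaching 8%; inconclusive means only one of the mean or replicate conditions met; inactive means mean below 8% and not both replicates reaching 8%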;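 further: cells transiently co-express mutant CFTR-F508del with the halide-sensitive YFP; corrector assay measuring rescue of mutant channel to the surface after 24 h compound exposure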
RAD54 inh: RAD54 (human) branch migration inhibition. Q92698. RAD54 Holliday junction branch migration, FAM/BHQ fluorescence. inhibition, % at 10.4 µM. 360,000 tested, 0.14% active. AID 602329;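 active means mean normalized replicate activity at least 40 and at least half of replicates scoring 40 or more; inconclusive means only one of the two criteria met; inactive means mean below 40 and under half of replicates reaching 40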;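 further: 0% = median of neutral control wells and 100% = median of positive control wells; inhibitors cause a drop in the FAM fluorescence signal; in these data hits start at about 50%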
Xi reactivation: reactivates the inactive X chromosome in mouse fibroblasts; XiGFP mouse fibroblasts, % GFP-positive cells imaging, 3 d; cells co-treated with 5-aza-dC sensitizer; scaled so ellipticine positive control = 100%; activation, % at 7.58 µM; 360,000 tested, 0.055% active; AID 743238;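 active means mean normalized replicate activation at least 10% and every replicate at or above 10%; inconclusive means only one of the two criteria met; inactive means mean below 10% and not all replicates reach 10%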;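 further: 0% = median of on-plate neutral control wells and 100% = ellipticine 6 µM median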
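System: 68-5-11 XiGFP fibroblast line | Buffer or medium: DMEM containing 5-aza-dC | Compound: Single point | Times: Compounds 3 days, fix/stain 15 min at room temperature | Benchmarks: Positive control ellipticine, 6 µM final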
CASP6 VEID inh: inhibitors of human caspase-6; P55212; purified caspase-6, Z-VEID-R110 cleavage fluorescence; inhibition, % at 12.5 µM; 350,000 tested, 0.53% active;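 active means mean inhibition across replicates at least about 35%, with every replicate also reaching that limit, limit read from the data; inconclusive means only one of the two criteria met; inactive means neither criterion met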;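 further: 0% = median of neutral control wells and 100% = no fluorescence left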
RAD52 anneal inh: blocks human RAD52 DNA annealing | P43351 | recombinant RAD52 DNA annealing, FRET fluorescence | inhibition, % at 18.7 µM | 360,000 tested, 0.46% active | AID 651710;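 active means every replicate showing at least 50% inhibition; inconclusive means mean inhibition at least 50% but not in every replicate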
Target sequence (P43351 whole entry, looked up): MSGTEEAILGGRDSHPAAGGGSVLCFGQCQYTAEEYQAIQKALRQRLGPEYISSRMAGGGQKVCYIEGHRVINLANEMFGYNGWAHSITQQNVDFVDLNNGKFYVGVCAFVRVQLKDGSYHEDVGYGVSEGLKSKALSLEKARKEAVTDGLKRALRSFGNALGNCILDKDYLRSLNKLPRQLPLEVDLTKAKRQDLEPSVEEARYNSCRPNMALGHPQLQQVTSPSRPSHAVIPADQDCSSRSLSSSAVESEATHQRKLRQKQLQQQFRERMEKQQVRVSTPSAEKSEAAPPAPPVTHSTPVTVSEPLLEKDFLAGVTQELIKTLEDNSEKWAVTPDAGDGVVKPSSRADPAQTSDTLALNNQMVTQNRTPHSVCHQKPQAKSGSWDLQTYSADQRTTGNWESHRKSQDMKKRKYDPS
GSIS activator: GLuc luminescence reporter in INS-1E cells, primary screen for activators of glucose-dependent secretion of insulin | INS-1E GLuc reporter insulin secretion, 2-3 h | activation, % at 16.6 µM | 370,000 tested, 0.61% active | AID 743287;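 active means lowest replicate activation of at least 40%, so every replicate reaches that level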;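 further: 0% = median of neutral control wells and 100% = median of IBMX positive control wells; some compounds called inactive have numbers as strong as hits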
An asterisk follows results filed as active; ? = inconclusive; . = no result given; & = joins results of further samples.

compound	E-selectin induc	DENV2 CPE rescue	CFTR F508del cor	RAD54 inh	Xi reactivation	CASP6 VEID inh	RAD52 anneal inh	GSIS activator
Clc1cccc(-c2ccc(CNCc3ccccn3)o2)c1	.	?	.	-4.9	0.2	0.0	-13.0	.
CCN(CC(=O)NCc1ccc(Cl)cc1)C(=O)CCC(=O)c1ccc(F)cc1	0.1	-5.9	-5.1	.	-0.1	-3.8	-10.4	-4.7
COc1ccc(NS(=O)(=O)c2ccc3c(c2)N(C(C)=O)CC(C)S3)c(OC)c1 (stereo not drawn)	.	-4.3	2.1	-2.4	0.0	-0.6	-13.9	-15.1
COc1cccc(NC(=O)c2cc3c(=O)n4ccccc4nc3n(CC(C)C)c2=N)c1	-0.8	-5.0	-3.7	14.6	0.1	-0.1	-14.1	.
COc1ccc(CCN2C(=O)CC(N3CCC(C(N)=O)CC3)C2=O)cc1OC (stereo not drawn)	4.3	-1.6	0.7	.	0.1	-1.0	-17.1	12.0
CCOC(=O)C1(Cc2ccccc2)CCCN(CCCn2cccn2)C1 (stereo not drawn)	.	4.9	-3.1	.	-0.2	-3.0	-8.4	4.9
Cc1cccc(-c2ccc([C@H]3[C@@H](CO)N4CCCCN(C(=O)c5cccnc5)C[C@@H]34)cc2)c1	0.0	31.6*	-1.1	-8.1	0.1	-8.5	4.0	10.3
CC(C)C(NS(=O)(=O)c1ccc2c(c1)C(C)(C)C(=O)N2C)C(=O)NCc1ccccc1Cl (stereo not drawn)	0.1	79.9*	2.4	1.0	0.5	-0.8	-12.7	.
Cc1cc(C)nc(CCNC(=O)CC2C(=O)NCCN2Cc2ccc(F)cc2Cl)n1 (stereo not drawn)	0.3	-0.7	4.5	-5.9	0.0	-1.3	-20.5	12.9
C[C@@H]1CCCCO[C@@H](CN(C)C(=O)CCCN(C)C)[C@H](C)CN([C@@H](C)CO)C(=O)c2cc(NC(=O)Nc3cccc4ccccc34)ccc2O1	0.7	13.0	-0.5	13.3	-1.3	-30.4	14.4	1.5
Cc1ccccc1CN(C)C(=O)[C@H](Cc1ccccc1)NC(=O)c1ccco1	.	?	1.3	0.8	-0.3	-0.3	-19.6	10.8
O=C(Nc1ccc2c(c1)OCCO2)c1cnc2n(c1=O)CCS2	-0.3	-6.1	-5.2	-8.1	0.4	0.1	-5.7	3.8
Cc1c(CC(=O)NCC(=O)NCC(=O)O)c(=O)oc2cc3oc4c(c3cc12)CCCC4	44.8*	7.0	-2.4	0.5	0.2	3.7	-4.5	.
COc1ccc(NC(=O)N(C)C[C@@H]2Oc3ccc(NC(=O)Nc4cccc5ccccc45)cc3C(=O)N([C@@H](C)CO)C[C@@H]2C)cc1	0.0	3.6	-1.7	2.4	0.3	-0.4	24.3	-3.3
CC1=NCCN1S(=O)(=O)c1cccc([N+](=O)[O-])c1	-0.5	-6.1	1.8	1.7	0.0	0.5	-7.6	6.0
Cc1ccc(N(C)S(=O)(=O)c2cccc(C(=O)N3CCN(Cc4ccccc4)CC3)c2)cc1	0.3	-7.1	-0.2	-1.6	0.0	-1.0	0.9	-23.0
Cc1ccccc1-c1cnc2c(c1)C(=O)N([C@H](C)CO)C[C@@H](C)[C@@H](CN(C)C(=O)CN(C)C)O2	0.2	10.9	-4.8	12.0	-1.0	-0.5	2.8	7.6
Cc1cc(=O)oc2cc(OCC(=O)Nc3ccccc3C(N)=O)c(Cl)cc12	0.8	-2.0	-4.6	19.5	0.0	5.2	-6.4	10.6
C[C@@H](C(=O)Nc1nccs1)N1C(=O)C2CC=CCC2C1=O (stereo partly drawn)	-0.2	-1.4	-4.0	-4.0	-0.1	1.3	0.2	2.0
CN(CCO)C(=O)C(c1ccccc1)c1ccccc1	0.2	8.4	-3.1	.	0.0	2.9	-7.9	.

Single values from the results shown:
For RAD52 anneal inh, `Cc1c(CC(=O)NCC(=O)NCC(=O)O)c(=O)oc2cc3oc4c(c3cc12)CCCC4` has the entry -4.5
For Xi reactivation, `Cc1ccccc1CN(C)C(=O)[C@H](Cc1ccccc1)NC(=O)c1ccco1` has the entry -0.3
For Xi reactivation, `Cc1ccc(N(C)S(=O)(=O)c2cccc(C(=O)N3CCN(Cc4ccccc4)CC3)c2)cc1` has the entry 0.0
For GSIS activator, `Cc1cc(=O)oc2cc(OCC(=O)Nc3ccccc3C(N)=O)c(Cl)cc12` has the entry 10.6
For Xi reactivation, `CCOC(=O)C1(Cc2ccccc2)CCCN(CCCn2cccn2)C1` (stereo not drawn) has the entry -0.2

Given as labelled records: part of the list above.
mol: C[C@@H]1CCCCO[C@@H](CN(C)C(=O)CCCN(C)C)[C@H](C)CN([C@@H](C)CO)C(=O)c2cc(NC(=O)Nc3cccc4ccccc34)ccc2O1
  E-selectin induc: 0.7	DENV2 CPE rescue: 13.0	CFTR F508del cor: -0.5	RAD54 inh: 13.3	Xi reactivation: -1.3	CASP6 VEID inh: -30.4	RAD52 anneal inh: 14.4	GSIS activator: 1.5

mol: Cc1ccccc1CN(C)C(=O)[C@H](Cc1ccccc1)NC(=O)c1ccco1
  E-selectin induc: .	DENV2 CPE rescue: ?	CFTR F508del cor: 1.3	RAD54 inh: 0.8	Xi reactivation: -0.3	CASP6 VEID inh: -0.3	RAD52 anneal inh: -19.6	GSIS activator: 10.8

Next part.
compound	E-selectin induc	DENV2 CPE rescue	CFTR F508del cor	RAD54 inh	Xi reactivation	CASP6 VEID inh	RAD52 anneal inh	GSIS activator
COC(=O)[C@]1(Cc2ccccc2)NC=C(C(=O)c2ccccc2)[C@@H]1c1cccs1	-0.2	-9.2	-0.3	.	-0.2	0.8	-37.6	-17.1
C[C@@H]1CCCCO[C@@H](CN(C)S(=O)(=O)c2cn(C)cn2)[C@H](C)CN([C@H](C)CO)C(=O)c2cc(NS(=O)(=O)c3ccc(F)cc3)ccc2O1	-0.1	?	-3.0	-7.2	0.0	-1.4	-6.6	3.8
O=C(O)C1CCCCN1S(=O)(=O)c1ccc(Cl)s1 (stereo not drawn)	.	1.8	-0.7	-3.8	0.6	-1.6	4.8	14.8
Cc1ccc(OCC(=O)NNC(=S)NCc2ccccc2)cc1	.	-6.0	-2.3	.	0.1	3.5	-34.6	0.9
Cc1ccc(C)c(N(CC(=O)Nc2ccccc2C(=O)NCc2ccco2)S(=O)(=O)c2ccccc2)c1	0.2	.	.	4.0	0.1	.	.	-4.5
O=C(O)c1ccccn1	1.8	6.1	-2.7	-6.0	0.3	-3.0	-11.1	7.8
O=C1CC(C(=O)NC2CCCCC2)C2(CCCCC2)O1 (stereo not drawn)	3.4	.	-0.1	-3.6	0.5	1.7	-18.3	-7.3
C[C@@H]1CCCCO[C@H](CN(C)Cc2ccncc2)[C@H](C)CN([C@@H](C)CO)C(=O)c2cc(NC(=O)Nc3ccc4c(c3)OCO4)ccc2O1	-0.2	-4.0	2.6	7.4	0.0	-1.6	27.1	-16.6
Cc1ccc(NC(=S)N2CCCC2)cc1C	.	?	-3.5	-12.0	0.1	-0.7	-15.3	4.5
COc1cccc(C(=O)Nc2nc(SCc3ccc(Cl)cc3)n[nH]2)c1	-0.1	0.4	0.0	5.4	-0.1	-2.2	-7.0	-16.7
CCNC(=O)N(C)[C@H]1C[C@@H](c2ccccc2)N(C(C)=O)C[C@H]1CO	-0.1	-10.4	-1.8	.	0.6	-2.4	-0.5	-7.3
NC(=O)c1ccc(CSc2nc3ccccc3s2)cc1	.	10.1	-2.0	7.6	0.5	-2.2	-19.1	-1.6
COCC#Cc1ccc([C@H]2[C@H](CO)N3CCCCN(S(=O)(=O)c4ccccc4F)C[C@@H]23)cc1	0.3	6.1	0.8	0.8	0.1	-3.3	11.0	-13.9
Cc1cc(=O)oc2cc(NC(=O)c3cccc(S(C)(=O)=O)c3)ccc12	0.1	8.3	-0.3	4.4	-0.1	-0.9	-13.2	19.9
Cc1cc(C(=O)Nc2cccc3c2O[C@@H](CN(C)C(=O)NC2CCCCC2)[C@@H](C)CN([C@@H](C)CO)C3=O)n(C)n1	-13.3	4.7	0.4	-2.4	-0.7	-1.5	5.9	23.5
C[C@@H]1CN([C@@H](C)CO)C(=O)c2cc(NC(=O)NC3CCCCC3)ccc2O[C@@H](C)CCCCO[C@H]1CN(C)C(=O)Cc1ccccc1	-0.2	-19.1	0.4	-6.1	-0.6	.	.	-3.3
O=C(NCc1cccnc1)/C(=C/c1ccc(-c2ccc(Cl)cc2)o1)S(=O)(=O)c1ccccc1	.	.	-5.3	-0.8	.	9.6	-27.7	-29.3
O=C(C[C@@H]1C=C[C@H](NC(=O)Nc2cc(F)ccc2F)[C@H](CO)O1)Nc1ccccc1	0.5	14.2	0.6	-0.8	-0.2	-0.1	9.4	-22.8
CCN(CC)CCn1c2ccccc2c2nc3ccccc3nc21	4.2	-15.7	24.2*	105.7*	0.0	0.4	88.5*	9.4
COc1cccc(CNC(=O)[C@H]2[C@H](CO)[C@H]3Cn4c(ccc(-c5cccnc5)c4=O)[C@@H]2N3C(C)=O)c1	0.2	0.5	-2.9	-13.5	0.4	-1.9	.	1.8
CCOc1ccccc1C1CC(=O)Nc2c1c(=O)n(C)c(=O)n2C (stereo not drawn)	-0.3	-6.5	-7.1	0.1	0.0	0.0	-41.2	-0.9
CC(C)CC#Cc1ccc2c(c1)O[C@@H](CN(C)C(=O)Cc1ccccn1)[C@@H](C)CN([C@H](C)CO)S2(=O)=O	0.2	6.0	4.5	-3.4	0.2	-3.9	7.8	30.1
Cc1csc(=Nc2c(C)n(C)n(-c3ccccc3)c2=O)n1Cc1ccccc1	-1.1	0.7	-1.1	16.5&-5.6	-0.1	-4.3	-5.1	.
c1ccc2c(c1)ccc1ncccc12	.	1.3	.	7.6	-0.1	-3.7	-3.8	9.9
COc1ccc(CN(C)C[C@H]2OCCCC[C@@H](C)Oc3ccc(NC(=O)Nc4ccccc4)cc3C(=O)N([C@@H](C)CO)C[C@H]2C)cc1	0.1	-7.1	-0.1	-4.4	0.2	.	.	-29.2
N#C[C@H]1[C@@H](c2ccccc2C2=CCCC2)[C@@H](CO)N1C(=O)Cc1ccncc1	-0.1	7.0	-3.2	.	0.0	-1.0	8.1	-2.8
CCCCNC(=O)C1(C)CCN1Cc1ccc(C#N)cc1 (stereo not drawn)	-3.1	-1.7	-0.7	11.1	0.0	-5.8	0.3	0.7
O=C(OCC(=O)N1N=C(c2ccc(Cl)cc2)CC1c1ccco1)c1ccco1 (stereo not drawn)	.	-3.9	0.0	.	0.0	0.0	-2.2	6.3
Cc1ccccc1-n1nc2c(c1NC(=O)c1ccco1)CS(=O)(=O)C2	.	2.8	0.6	0.9	0.0	0.0	-8.0	-3.0
COc1cc(OC)cc(OC(=O)C2CCN(C3=NS(=O)(=O)c4ccccc43)CC2)c1	4.5	3.6	1.3	0.4	0.0	-1.7	-7.5	1.5
CCCCNC(=S)Nc1ccccc1Cc1ccccc1	4.7	-6.8	1.8	3.2	0.1	-0.2	-12.8	3.0
COC(=O)[C@@H](NCc1cccc(CN[C@H](C(=O)OC)c2ccccc2)c1)c1ccccc1	0.1	-18.9	-2.1	4.2	0.1	-1.7	-13.4	-9.2

Assay outcomes as filed in PubChem.
